# HePTP inhibitor – inhibitors of human HePTP phosphatase | P35236 | recombinant HePTP phosphatase activity, OD absorbance | inhibition, % at 20 µM | actives 0.64% (n = 110,000) | AID 521; in the data active = inhibition above about 50%;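 note: plate controls were vehicle for no effect and reference inhibitor for full effect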
# Target sequence (P35236 whole entry, looked up): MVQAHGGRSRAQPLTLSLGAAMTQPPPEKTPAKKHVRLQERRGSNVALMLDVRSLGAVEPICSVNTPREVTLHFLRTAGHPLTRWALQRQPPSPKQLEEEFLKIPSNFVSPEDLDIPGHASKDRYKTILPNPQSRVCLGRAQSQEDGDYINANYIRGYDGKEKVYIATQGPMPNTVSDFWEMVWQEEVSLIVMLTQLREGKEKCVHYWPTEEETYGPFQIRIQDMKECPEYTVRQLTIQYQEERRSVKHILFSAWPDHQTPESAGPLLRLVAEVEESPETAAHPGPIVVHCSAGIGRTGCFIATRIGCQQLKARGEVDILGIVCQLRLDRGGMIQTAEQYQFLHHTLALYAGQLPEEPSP
# BAP1 inh – blocks human BAP1 ubiquitin-AMC hydrolysis. recombinant BAP1, Ub-AMC hydrolysis fluorescence kinetic; active compounds read low. activity remaining (% of control), % at 20 µM. Q92560. actives 0.48% (n = 72,000);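 active = activity remaining at or below 50% of control, provided the compound also passes the data quality filters; inactive = the rest, including low values that fail the filters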;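 note: 100% = DMSO wells rate and 0% = substrate alone blank rate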
# Target sequence (Q92560 whole entry, looked up): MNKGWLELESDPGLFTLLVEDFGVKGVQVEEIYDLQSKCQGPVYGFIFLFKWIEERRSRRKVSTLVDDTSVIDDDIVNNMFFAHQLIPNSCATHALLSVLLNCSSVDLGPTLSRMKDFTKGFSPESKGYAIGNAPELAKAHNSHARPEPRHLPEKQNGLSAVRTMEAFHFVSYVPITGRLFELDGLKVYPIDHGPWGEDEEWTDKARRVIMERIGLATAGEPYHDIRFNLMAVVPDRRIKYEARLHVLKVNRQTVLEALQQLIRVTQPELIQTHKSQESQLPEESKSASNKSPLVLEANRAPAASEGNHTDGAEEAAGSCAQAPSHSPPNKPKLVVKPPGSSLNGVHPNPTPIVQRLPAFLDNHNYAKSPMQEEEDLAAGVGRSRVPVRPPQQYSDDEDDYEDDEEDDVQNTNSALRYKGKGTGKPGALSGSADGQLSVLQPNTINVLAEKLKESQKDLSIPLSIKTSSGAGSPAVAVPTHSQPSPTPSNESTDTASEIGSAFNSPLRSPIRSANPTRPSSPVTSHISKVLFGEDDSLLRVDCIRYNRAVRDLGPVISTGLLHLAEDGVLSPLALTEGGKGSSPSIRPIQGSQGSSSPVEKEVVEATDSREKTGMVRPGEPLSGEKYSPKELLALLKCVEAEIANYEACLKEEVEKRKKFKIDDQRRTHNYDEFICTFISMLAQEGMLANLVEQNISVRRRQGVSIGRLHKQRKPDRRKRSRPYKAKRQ
# An asterisk follows results filed as active; i = inactive; nt = not tested or not shown; & = joins results of further samples.
SMILES,HePTP inhibitor,BAP1 inh
CCOc1ccccc1CN(CCc1ccc2c(c1)OCO2)Cc1ccccn1,12,106
Cc1cc(C)cc(NC(=O)C(=O)NCc2ccco2)c1,10,nt
Cc1cc(C)n(-c2c(F)c(F)c(COC(=O)c3ccccc3)c(F)c2F)n1,-1,nt
CC(C)CN1C(=O)c2ccc(C(=O)c3cccc([N+](=O)[O-])c3)cc2C1=O,-10,nt
COC(=O)c1sccc1NC(=O)c1ccccc1C,10,nt
c1cc(-c2noc(CC3CCCCC3)n2)ccn1,-5,97
COCCCNC(=O)c1cccc(OC)c1OC,0,97
COc1ccc(-c2cn3c(C)c(C(=O)NCCN4CCOCC4)sc3n2)cc1,4,120
O=C(Oc1ccc2c(c1)OCO2)c1cc2c(s1)CCC2,22,nt
Cc1ccc(OCC2CNC(=O)O2)cc1 (centres undefined),1,nt
S=C(NCCOc1cccc2ccccc12)Nc1cccc2ccccc12,3,nt
COc1ccc(OC)c(NC(=O)c2cc(-c3ccc(C)cc3O)n[nH]2)c1,13,46*
COc1ccccc1NC(=O)C1=C(C)NC2=C(C(=O)CCC2)C1c1ccc(C)o1 (centres undefined),-6,74
COc1ccc(N(CC(=O)Nc2ccccc2C)S(C)(=O)=O)cc1,10,nt
CC(C)NCC(=O)C12CC3CC(CC(C3)C1)C2,-13,nt
N#CC1=C(N)NC(SCc2ccc(F)cc2)=C(C#N)C12CCCCC2,5,51
CCCS(=O)(=O)N1CCC(C(=O)N2CCC(Cc3ccccc3)CC2)CC1,6,93
Cc1n[nH]c(C)c1Sc1ccccc1N=Cc1ccc([N+](=O)[O-])cc1,3,nt
COc1ccc(N2CC(C(=O)Nc3ccc(NC(C)=O)cc3)CC2=O)cc1 (centres undefined),nt,80
O=C(O)c1ccc(Cl)c(S(=O)(=O)NCc2ccccc2)c1,nt,82
COc1ccc(CSc2nnnn2C)cc1,10,nt
CCN(CC)c1ccc(-c2nn3c(-c4ccccc4OC)nnc3s2)cc1,3,nt
CCCCNCCCOc1cc(C)cc(C)c1,-25,nt
CC1(C)CC2CC(C)(CN2C(=O)c2cccs2)C1 (centres undefined),5,112
COc1ccc(Br)cc1/C=C/C(=O)Nc1ccc(-c2nc3ncccc3o2)cc1,4,nt
# (more compounds)
SMILES,HePTP inhibitor,BAP1 inh
CCC(=O)Nc1nnc(-c2ccc(OC)cc2)o1,7,90
O=CNc1ccccc1Oc1ccccc1,9&1,104
O=C(CSc1ncnc2sc3c(c12)CCCC3)c1ccco1,9,84
CCc1ccccc1NC(=O)CC1S\C(=N/N=C(C)/C=C/c2ccc(OC)cc2)NC1=O (centres undefined),0,nt
OCCN1CCN(c2ncnc3nc[nH]c23)CC1,8,99
COc1ccc(S(=O)(=O)N(Cc2ccccc2)Cc2nc(-c3ccccc3)no2)cc1,3,84
Cc1ccc2c(c1)N(CC(=O)NCCc1c[nH]c3ccccc13)C(=O)CO2,0,98
CC(C)OC(=O)c1c(NC(=O)/C=C/C(=O)O)sc2c1CCCCC2,-1,nt
O=C1S/C(=C\c2cccs2)C(=O)N1c1cccc(Cl)c1,-2,nt
CCOC(=O)N1CCN(C(=O)c2ccc3nc4cc(Cl)ccc4c(=O)n3c2)CC1,2,nt
Cc1ccc(NC(=O)Cc2cn3ccsc3n2)nc1,3,117
CC(CCc1ccccc1)Nc1cc(N2CCN(S(C)(=O)=O)CC2)ccc1[N+](=O)[O-] (centres undefined),-1,nt
O=C(CN1C(=O)c2ccccc2S1(=O)=O)NCCSCc1ccco1,7,85
O=C1c2cccc3cccc(c23)C(=O)N1CC1CCN(CC(O)COCC2COc3ccccc3O2)CC1 (centres undefined),nt,126
COc1cccc(-c2nc(CS(=O)(=O)CC(=O)Nc3cc(C)ccc3C)c(C)o2)c1,9,94
O=C(CCNc1ccc(-c2ccccc2)cc1)c1ccc(Br)cc1,10,nt
O=C1Nc2cc3c(cc2Sc2ccccc21)OCCO3,6,108
Cc1ccccc1-n1c(=O)cc(NCC2CCCO2)[nH]c1=O (centres undefined),nt,98
Cc1ccc(C(=O)c2ccc(Br)c([N+](=O)[O-])c2)cc1C,3,nt
O=C(Nc1ccc(Cl)c(Cl)c1)Nn1cnnc1,5,nt
Cc1c(OC(=O)CNC(=O)OC(C)(C)C)ccc2c3c(c(=O)oc12)CCC3,1,i
COc1ccc2c(c1OC)C(=O)N(c1ncn[nH]1)C2,8,109
Brc1ccc(OCCn2ccnc2)cc1,-6,97
CCc1ncc(C(O)c2ccccc2)n1C (centres undefined),-7,nt
CCOc1ccc(C(=O)NCCc2ccccc2)cc1,10,nt
# Going on with the list.
SMILES,HePTP inhibitor,BAP1 inh
CCOc1ccc(NC(=O)c2ccccc2CO)cc1,5,111
Cc1ccc(/C=C/C(=O)NCc2ccc(F)cc2)cc1,7,nt
CCOC(=O)c1cc(=O)oc2c(C(=O)OCC)c(C)[nH]c12,6,nt
CCCOc1ccccc1/C=N/Nc1nncn1N,6,nt
CCOC(=O)c1c(COC(=O)c2ccco2)nc2ccccc2[n+]1[O-],4,96
O=C(Cn1nc(-c2ccccc2)nc1-c1ccccc1)Nc1ccc(Br)cc1,nt,104
O=C(CC1c2ccccc2Oc2ccccc21)N1CCN(c2ccccn2)CC1,8,99
COc1ccc(C(=O)/C=C/c2ccc(OC3CSC3)cc2)cc1OC,3,nt
O=C(NCC1CCCO1)c1ccccc1-c1nc(-c2ccc(F)cc2)no1 (centres undefined),2,91
O=C1CC(n2cnc3ccccc32)C(=O)N1c1ccccc1 (centres undefined),-6,nt
COC(C(=O)N/N=C/c1cn(-c2ccccc2)nc1-c1ccccc1)c1ccccc1 (centres undefined),-2,nt
CCOC(=O)c1cnc(SCC(=O)Nc2ccc(NC(C)=O)c(OC)c2)nc1N,2,104
CCN(CC)S(=O)(=O)c1ccc(Cl)c(C(=O)NC2CCCCC2)c1,-9,nt
CCOC(=O)C12CNC(=O)C(C(=O)OCC)(CNC1=O)C2,6,102
Cc1ccn2c(NC(=O)c3ccccc3)c(-c3cccs3)nc2c1,4,nt
COc1ccc(Cn2nnnc2C(c2cc(OC)ccc2OC)N2CCC(C(N)=O)CC2)cc1 (centres undefined),6,105
CC(C)(C)c1ccc(-c2cc(-c3cc(Cl)ccc3O)[nH]n2)cc1,7,nt
O=C(NC1CCCC1)C(c1cccs1)N(Cc1ccco1)C(=O)Cn1nnc(-c2cccs2)n1 (centres undefined),7,73
CCN(C(=O)c1ccc(Cl)c([N+](=O)[O-])c1)c1ccccc1C,4,nt
COc1ccccc1-c1c(C)oc2c(CN3CCN(C)CC3)c(O)ccc2c1=O,-3,nt
COc1cccc(NC(=O)CN2CCN(S(=O)(=O)c3ccc(C(C)C)cc3)CC2)c1,6,64
CCc1cccc(C)c1NC(=O)CSc1nnnn1-c1ccc(C(=O)OC)cc1,nt,195
O=C(O)c1ccc(C2SCC(=O)N2Cc2ccccc2)cc1 (centres undefined),-9,93
CNc1nc(Nc2cccc([N+](=O)[O-])c2)nc(OCC(F)(F)F)n1,105*,nt
O=C(Nc1sc2c(c1C(=O)N1CCCCC1)CCCCC2)c1ccc([N+](=O)[O-])cc1,36,nt
# Later entries:
SMILES,HePTP inhibitor,BAP1 inh
CC1=NN(C(=O)c2cccc(O)c2)C(O)(c2ccc(Br)cc2)C1 (centres undefined),-7,nt
O=C(NCc1ccco1)c1cc2nc(-c3ccccc3)cc(C(F)(F)F)n2n1,8,nt
COc1cccc(-c2nc(NC(C)(C)C)c3ccccc3n2)c1O,8,50
O=C(NCCc1ccccc1Cl)C(=O)NCc1ccco1,3,nt
COc1ccccc1NC(=O)C(=O)N/N=C/c1cccc(OC)c1OC,2,nt
CC(NC(=O)COc1ccccc1)C1COc2ccccc2O1 (centres undefined),nt,89
O=C(O)c1ccc(N2C(=O)CC(N3CCC(Cc4ccccc4)CC3)C2=O)cc1 (centres undefined),-27,nt
CC1CCN(c2nc3c(c(=O)n(C)c(=O)n3C)n2Cc2ccccc2)CC1,26,97
CCOc1ccccc1NC(=O)CN(c1ccc(OC)cc1)S(C)(=O)=O,-1,nt
Cc1cc(C)cc(NCc2cccnc2)c1,4,nt
Cc1onc(-c2c(Cl)cccc2Cl)c1C(=O)NCCCN1CCOCC1,-3,118
Cc1ccc(C(=O)Nc2ccc(S(=O)(=O)N3CCc4ccccc43)cc2)o1,3,82
O=C(Nc1ccc(O)cc1)C1CC=CCC1 (centres undefined),-1,nt
Cc1nn(CC(=O)O)c(C)c1C,6,98
COCc1nnc(SCC(=O)Nc2cccc(Cl)c2C)n1-c1ccccc1,4,93
O=C(O)c1cc2cc(OCc3ccccc3)ccc2[nH]1,4,101
Cc1cc(C(=O)N2CCN(c3ncccn3)CC2)cs1,7,76
CCOc1ccc2nc(SCCNS(=O)(=O)c3ccccc3)sc2c1,4,nt
CCOC(=O)C1=C(C)N(C)C(C)=C(C(=O)OCC)C1c1cccnc1,-4,81
CCCC(=O)Nc1ccc(NC(=O)C2CC2)cn1,12,96
COc1ccc(OC)c(C2=NO[C@@H]3C(=O)N(c4cc(Cl)ccc4OC)C(=O)[C@H]23)c1,4,186
O=C(Nc1nnc(C2CC2)s1)C1Cc2ccccc2CN1S(=O)(=O)c1cccs1 (centres undefined),11,nt
CCCC(C)NS(=O)(=O)c1ccc(OC)cc1 (centres undefined),-2,nt
COc1ccc(C2C=C(c3ccc(Br)cc3)Nc3nc(N4C(=O)CCC4=O)nn32)cc1 (centres undefined),-15,369
COCCNC(=O)C(C)N(c1ccc(Oc2ccccc2)cc1)S(C)(=O)=O (centres undefined),-2,110

# Complete entries, looked up by structure. Order of screens: HePTP inhibitor | BAP1 inh
# `CCOc1ccc2nc(SCCNS(=O)(=O)c3ccccc3)sc2c1` as listed: 4 | nt
# `CC1=NN(C(=O)c2cccc(O)c2)C(O)(c2ccc(Br)cc2)C1` (centres undefined) as listed: -7 | nt

# (listing goes on)
SMILES,HePTP inhibitor,BAP1 inh
O=C1c2cccc3c(Br)ccc(c23)C(=O)N1Oc1ccc([N+](=O)[O-])cc1[N+](=O)[O-],-5,nt
CN1CCN(c2nc3c(c(=O)[nH]c(=O)n3C)n2CCSc2nc3ccccc3s2)CC1,12,104
O=C(c1ccccc1F)N1CCCc2ccccc21,-3,nt
COc1ccc(S(=O)(=O)N(CC(=O)N2CCN(C)CC2)c2ccccc2)cc1OC,4,94
O=C(CN1CCOCC1)N1CCc2ccccc2C(c2ccccc2)C1 (centres undefined),-7,90
CCOCCn1c(CN(Cc2ccccc2)Cc2ccccc2)nc2c1c(=O)n(C)c(=O)n2C,0,91
O=C(Nc1ccc(NC(=O)c2ccc(-c3ccc(Cl)cc3Cl)o2)cc1)c1ccccc1,-16,nt
O=C1CC(N(CCc2ccccc2)C(=O)c2ccccc2)C(=O)N1c1ccccc1 (centres undefined),-2,nt
Cc1c(Cl)cccc1-c1ccc(C(=O)Nc2ccc3c4c(cccc24)CC3)o1,-5,nt
NS(=O)(=O)c1ccc(NC(=O)CSc2nnnn2-c2ccccc2)cc1,-4,nt
O=C(Cn1c(=O)oc2ccccc21)Nc1ccc2c(c1)OCCO2,-1,118
O=c1c2ccccc2c2ccccc2c(=O)n1CC1CCCO1 (centres undefined),7&-3,105
Cc1c(/C(O)=C2/C(=O)C(=O)N(CCN3CCOCC3)C2c2cccs2)cnn1-c1ccccc1 (centres undefined),-5,95
CC(C)NC(=O)CN(CCc1ccccc1)S(C)(=O)=O,6,121
Clc1cccc(CSc2nnc(-c3ccccn3)n2Cc2ccco2)c1,0,nt
COc1ccc2ccccc2c1CN1CCN(C(=O)c2ccccc2)CC1,2,98
CCOc1ccc(NC(=O)CSc2nnnn2CC(=O)O)cc1,6,99
Cc1csc2c(=O)n3c(nc12)CCCCC3,6,101
CC(C)C1C(C#N)=C(N)Oc2n[nH]c(-c3ccccc3)c21 (centres undefined),-8,149
CCCOc1ccc(C2C(C(=O)c3ccc(C)o3)=C(O)C(=O)N2Cc2cccnc2)cc1 (centres undefined),13,73
COc1ccccc1OCCSc1nnnn1-c1ccc(C)cc1,-1,87
Cc1ccc(P(=O)(CC(=O)O)c2ccc(C)cc2)cc1,-1&-4,103
CCOP(C)(=O)C(c1ccccc1)N(C)S(C)(=O)=O (centres undefined),6,nt
Cc1ccc(C(=O)COC(=O)CNC(=O)c2ccco2)cc1,7,103
COc1cc(NC(=O)COc2cccc(Cl)c2)c(OC)cc1Cl,-3,nt
# Following part:
SMILES,HePTP inhibitor,BAP1 inh
COc1ccc(C(=O)Nc2ccc(S(=O)(=O)N3CCCC3)cc2)cc1I,4,nt
CCOC(=O)C1=C(C)N=C2SCC(=O)N2C1c1cccc(OC)c1OC (centres undefined),2,nt
Cc1ccc(C(C)C)c(OCC(O)CN2CCCCCC2)c1 (centres undefined),3,nt
CCCOc1ccc(NC(=O)C2CCCNC2=O)cc1 (centres undefined),-4,66
Cc1cc(C)c2c3c(sc2n1)C(=O)N(C)CC(=O)N3,-10,99
Cc1cc(C)nc(NC2=NCC(=O)N2c2ccc3c(c2)OCCO3)n1,2,63

# In the list so far, 14 contain a thiophene ring, fused or not.
SMILES,HePTP inhibitor,BAP1 inh
COC(=O)c1sccc1NC(=O)c1ccccc1C,10,nt
O=C(Oc1ccc2c(c1)OCO2)c1cc2c(s1)CCC2,22,nt
CC1(C)CC2CC(C)(CN2C(=O)c2cccs2)C1 (centres undefined),5,112
O=C(CSc1ncnc2sc3c(c12)CCCC3)c1ccco1,9,84
CC(C)OC(=O)c1c(NC(=O)/C=C/C(=O)O)sc2c1CCCCC2,-1,nt
O=C1S/C(=C\c2cccs2)C(=O)N1c1cccc(Cl)c1,-2,nt
Cc1ccn2c(NC(=O)c3ccccc3)c(-c3cccs3)nc2c1,4,nt
O=C(NC1CCCC1)C(c1cccs1)N(Cc1ccco1)C(=O)Cn1nnc(-c2cccs2)n1 (centres undefined),7,73
O=C(Nc1sc2c(c1C(=O)N1CCCCC1)CCCCC2)c1ccc([N+](=O)[O-])cc1,36,nt
Cc1cc(C(=O)N2CCN(c3ncccn3)CC2)cs1,7,76
O=C(Nc1nnc(C2CC2)s1)C1Cc2ccccc2CN1S(=O)(=O)c1cccs1 (centres undefined),11,nt
Cc1c(/C(O)=C2/C(=O)C(=O)N(CCN3CCOCC3)C2c2cccs2)cnn1-c1ccccc1 (centres undefined),-5,95
Cc1csc2c(=O)n3c(nc12)CCCCC3,6,101
Cc1cc(C)c2c3c(sc2n1)C(=O)N(C)CC(=O)N3,-10,99
